CaV13 ICDI inh: Primary screen for inhibitors of IQ motif and Ca2+-dependent inactivation inhibitor domain binding in CACNA1D, Förster resonance energy transfer in living cells, … | HEK cells, CFP/YFP FRET ICDI-IQ, plate reader, 10 min; percent FRET-ratio fall versus neutral wells | inhibition, % at 12.3 µM | 340,000 compounds, 0.098% hits | AID 743397;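 active means mean replicate inhibition of at least 30% and at least 1% of replicates passing that level; inconclusive means only one of the two criteria is met; inactive means neither criterion is met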;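 further: 0% = median of the neutral control wells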
Vif imaging: HIV Vif inhibition | inhibition, % at 7.49 µM | HEK293T cells, Vif self-association by quenched fluorescence, imaging, 24 h | AID 602346 | 340,000 compounds, 0.35% hits; in the data active means inhibition above about 50%, passing the limit was not always enough; inconclusive means no clear call, values can overlap the other calls; inactive means below about 31%; further: some results filed as inactive read as strong as hits
NR2E3 ag-1: activates human NR2E3 receptor | 360,000 compounds, 0.35% hits | Q9Y5X4 | AID 602229 | CHO-S Gal4-NCOR/VP16-NR2E3 two-hybrid, luciferase | inhibition of corepressor binding, % at 3.98 µM;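 active means inhibition above the mean of all tested compounds plus 3 SD, cut at about 70% in these data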;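 further: 0% = DMSO with NR2E3 transfected cells and 100% = cells lacking NR2E3 construct; higher means lower luciferase signal from less NR2E3 corepressor binding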
Target sequence (Q9Y5X4 whole entry, looked up, the tested form may be a part): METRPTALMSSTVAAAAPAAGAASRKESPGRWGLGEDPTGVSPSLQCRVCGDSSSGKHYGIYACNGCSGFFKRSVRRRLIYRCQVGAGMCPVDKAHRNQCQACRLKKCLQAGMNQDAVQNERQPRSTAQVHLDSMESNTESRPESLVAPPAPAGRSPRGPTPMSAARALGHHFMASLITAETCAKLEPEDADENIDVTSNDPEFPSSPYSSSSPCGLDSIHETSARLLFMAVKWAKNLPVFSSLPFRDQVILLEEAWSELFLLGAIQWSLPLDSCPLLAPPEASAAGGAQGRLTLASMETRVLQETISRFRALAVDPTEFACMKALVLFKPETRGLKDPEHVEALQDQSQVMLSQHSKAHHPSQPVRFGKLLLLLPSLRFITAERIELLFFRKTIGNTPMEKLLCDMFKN
KKLEB tox: reduces viability of KKLEB cystic fibrosis airway cells. activity change (cytotoxicity), % at 5 µM. KKLEB CF airway cells viability, ATPlite luminescence, overnight; active compounds read low; cells stimulated with P. aeruginosa culture filtrate. AID 602141. 360,000 compounds, 0.36% hits;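 active means corrected activity change at or below -50% at 5 µM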
Shn3 inh set2: inhibitors of Schnurri-3 3'UTR reporter in osteoblasts; 360,000 compounds, 0.52% hits; inhibition, % at 12.5 µM; Clone20 osteoblast Shn3 3'UTR firefly luciferase, 24 h;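 active means mean inhibition of at least 75% with every replicate also reaching 75%; inconclusive means mean inhibition at least 75% but some replicate below; inactive means mean inhibition below 75%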;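 further: 0% = median of neutral control wells and 100% = pilot-screen positive control compound; some compounds past the cut are filed as inactive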
PDI turbidity: blocks human protein disulfide isomerase activity. P07237. PDI insulin aggregation turbidity, A650, 90 min. inhibition, % at 10 µM. 350,000 compounds, 0.052% hits. AID 588391;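 active means mean inhibition across replicates of 30% or more, whatever share of single replicates reach that level; inconclusive means mean inhibition below 30% while every single replicate reaches 30%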;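 further: absorbance from insulin aggregation driven by PDI reduction with DTT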
Target sequence (P07237 whole entry, looked up): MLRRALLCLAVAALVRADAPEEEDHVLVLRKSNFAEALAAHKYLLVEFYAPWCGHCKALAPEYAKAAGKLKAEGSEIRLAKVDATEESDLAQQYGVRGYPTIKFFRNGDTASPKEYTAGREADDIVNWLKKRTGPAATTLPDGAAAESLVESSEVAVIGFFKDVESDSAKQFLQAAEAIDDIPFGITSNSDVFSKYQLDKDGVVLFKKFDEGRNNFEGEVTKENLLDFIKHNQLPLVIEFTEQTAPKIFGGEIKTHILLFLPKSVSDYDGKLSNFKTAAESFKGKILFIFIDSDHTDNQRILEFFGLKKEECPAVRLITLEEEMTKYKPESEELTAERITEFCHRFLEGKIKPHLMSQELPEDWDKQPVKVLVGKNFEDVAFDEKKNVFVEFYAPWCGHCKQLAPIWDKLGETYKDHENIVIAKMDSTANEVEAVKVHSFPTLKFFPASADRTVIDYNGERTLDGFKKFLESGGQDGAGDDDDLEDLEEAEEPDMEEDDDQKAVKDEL
HIF-2a block: blocks HIF-2a reporter activity; inhibition, % at 18.8 µM; 360,000 compounds, 0.72% hits; AID 624352; 786-0 RCC cells HIF-2a reporter, luciferase luminescence, overnight;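 active means inhibition of the luminescence signal of 40% or more relative to plate controls, in a single-dose primary screen at 18.75 µM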
CF NFkB inh: inhibitors of cystic fibrosis induced NF-kB; KKLEB NF-kB-GFP reporter, PAF-induced, GFP fluorescence overnight; inhibition, % at 5 µM; 360,000 compounds, 0.86% hits; AID 588850;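 active means at least 50% inhibition at 5 µM, scaled per plate between neutral and stimulator controls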;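 further: PAF is a Pseudomonas aeruginosa culture filtrate used as stimulus; plate controls were PAF-stimulated DMSO wells for no effect and unstimulated DMSO wells for full effect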
Peg3 prom inh: Peg3 promoter activity inhibition | HeLa PEG-Prom luciferase reporter, luminescence, overnight | 360,000 compounds, 1.7% hits | inhibition, % at 20 µM | AID 588405;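 active means inhibition of at least 50% at 20 µM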
MITF TRPM1 inh: MITF TRPM1 promoter inhibition in SK-MEL-5 cells; 330,000 compounds, 0.83% hits; inhibition, % at 12.5 µM; SK-MEL-5 TRPM1 promoter luciferase, 24 h; AID 488899;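 active means mean inhibition across replicates of 60% or more, whatever share of single replicates reaches that level; inconclusive means some that reach 60%, reason not given; inactive means mean inhibition across replicates below 60%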; further: values of inactives mirror those of a sister screen read the other way
NR2E3 ag-2: agonists of human nuclear receptor NR2E3; Q9Y5X4; GST-NR2E3/biotin-RetCOR TR-FRET, 1536-well; inhibition of corepressor binding, % at 4.78 µM; 320,000 compounds, 0.12% hits; AID 2300;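 active means percent inhibition above the cutoff of mean plus 3 SD of all tested compounds, set per screening campaign, cut at about 20% in these data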;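 further: 0% = DMSO wells and 100% = biotin wells as full block of FRET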
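Format: 1536-well format; test system: GST-NR2E3 and biotin-RetCOR proteins; read-out basis: percent inhibition of TR-FRET ratio; timing: 5 h incubation at 4 °C; detection: time-resolved FRET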
Starred values were filed as active, the others as inactive; ? = inconclusive; / = no result given; & = joins results of further samples.

SMILES	CaV13 ICDI inh	Vif imaging	NR2E3 ag-1	KKLEB tox	Shn3 inh set2	PDI turbidity	HIF-2a block	CF NFkB inh	Peg3 prom inh	MITF TRPM1 inh	NR2E3 ag-2
CSc1nc2ccc(NC(=O)c3cc4ccccc4o3)cc2s1	-3	5	-153	-1	-62	2	-225	-15	-273	-53	3
Cn1nc(C(C)(C)C)cc1N1C(=O)CCC1(C)C(=O)NC1CCCCC1 (stereo unspecified)	-11	/	-4	-11	-8	/	-6	-14	2	/	/
Cc1ccc(N2C(=O)C(NC(=O)c3ccccc3F)(C(F)(F)F)C3=C2CC(C)(C)CC3=O)cc1 (stereo unspecified)	-3	7	16	2	16	-2	27	4	22	0	-1
CCOC(=O)N1CCN(S(=O)(=O)c2cc(OCC)ccc2OCC)CC1	-4	0	-4	-2	22	2	21	-9	7	3	-3
CCOc1ccc(C(C(=O)NCC2CCCO2)N(C(=O)c2snc(C(N)=O)c2N)c2ccc(F)cc2)cc1 (stereo unspecified)	-3	0	17	-3	9	12	7	-2	6	8	0
O=C1C=C(c2c(O)ccc3ccccc23)c2ccccc2C1=O	-7	-3	22	-36	96*	8	84*	88*	107*	?	/
Cc1ccc(NC(=O)CN2C(=O)S/C(=C\c3ccc(-c4cccc(C(=O)O)c4C)o3)C2=O)cc1C	-7	-4	-13	-8	8	1	25	19	18	-11	/
Cc1cc(NC(=O)c2ccc(Cl)c(S(=O)(=O)N3CCCCC3)c2)no1	-7	-41	-18	16	15	-2	-13	0	5	7	2
CCOC(=O)C1=CN(Cc2cccc(-c3ccc(F)cc3)c2)S(=O)(=O)N(C)C1C (stereo unspecified)	-4	-1	4	-17	-6	16	-16	6	24	3	/
COc1ccc(OC)c(NC(=O)NCCc2c[nH]c3ccccc23)c1	-4	10	0	3	-3	2	14	1	7	3	/
CC(C)OCCCNS(=O)(=O)c1ccc2ccccc2c1	-8	-5	-14	-6	12	7	19	1	8	14	-1
COc1ccc(C(=O)CSc2nnc(CNC(=O)c3ccccc3)n2C)cc1	-4	0	-20	-3	-3	5	12	-3	6	-6	-3
CCC(C(=O)N1CCCCCC1)n1nc(C)n2c(cc3occc32)c1=O (stereo unspecified)	-14	6	-19	14	12	4	12	-16	18	10	-3
Cc1nnc(NC(=O)CSc2ccc3nnc(-c4ccccn4)n3n2)s1	-9	10	22	10	1	-3	16	-2	-7	0	7
Cc1ccc(Cc2nc3ccccc3[nH]2)cc1	-2	-9	-15	-6	-5	-28	-56	5	-15	-11	/
CN(C(=O)COC(=O)/C=C/c1cccc([N+](=O)[O-])c1)C1CCS(=O)(=O)C1 (stereo unspecified)	-16	3	2	-4	-5	2	40	9	51*	26	-2
COc1ccc(C(=O)NC2CCN(C(=S)Nc3ccc(C)c(C)c3)CC2)cc1	-6	-14	8	1	22	-3	17	-13	0	0	1
CCOc1ccc(C(=O)Nc2ccc(-c3cc4ccccc4oc3=O)c(C)c2)cc1[N+](=O)[O-]	12	-20	-6	-31	31	-14	8	10	22	17	1
Cc1ccc(C(C)NC(=O)c2cc3ccccc3oc2=O)cc1C (stereo unspecified)	-5	2	-14	-6	12	3	-26	-2	5	-3	-1
Cc1nc(N2CCN(C)CC2)c2sc(=S)n(-c3ccccc3)c2n1	9	-2	2	4	-11	/	-108	-11	-37	-12	-5
Cc1ccc(C)c(C(=O)CSc2n[nH]c(C)n2)c1	-4	7	-5	-3	-13	5	6	-2	-7	-4	-2
Cc1ccc(NC(=O)C(=O)NCCOc2ccc(Cl)cc2)c(C)c1	-6	2	1	-6	-15	0	-3	-12	-4	2	-3
CCOC(=O)C1(C)C=C(Nc2ccc(OC)cc2)C(=O)N1c1ccc(OC)cc1 (stereo unspecified)	-17	-1	-17	-4	9	-3	8	-2	4	3	-4
C=CCC(C#Cc1ccccc1)[N+](C)(C)CC=C (stereo unspecified)	-1	/	-4	-2	11	-10	3	-7	-2	2	-1
S=c1nc(-c2ccc(Br)cc2)oc2c1CCCC2	-5	1	-39	-7	-63	-6	-233	-2	-315	-45	1
Following part.
SMILES	CaV13 ICDI inh	Vif imaging	NR2E3 ag-1	KKLEB tox	Shn3 inh set2	PDI turbidity	HIF-2a block	CF NFkB inh	Peg3 prom inh	MITF TRPM1 inh	NR2E3 ag-2
O=C(c1ccc(F)cc1)C1CCN(C(=O)Nc2ccc(F)cc2)CC1	-6	/	-3	5	10	3	2	-2	16	0	0
O=C(NCCN1CCOCC1)c1ccc(/C=C2\Sc3ccccc3N(Cc3ccccc3F)C2=O)cc1	-7	-19	39	-10	-2	-6	-6	46	59*	-5	-2
CCN1CCN(Cc2ccc(NC(=O)Nc3cccs3)cc2)CC1	/	17	-62	0	-65	6	-149	4	-245	-42	0
Nc1c(Cl)ncnc1N1CCOCC1	/	-5	4	4	3	8	6	9	10	1	1
COc1ccc(-n2nc3c(c2NC(=O)COc2ccccc2F)CS(=O)(=O)C3)cc1	-6	8	-26	0	0	7	8	-18	-7	-5	-4
Cc1ccc2c(C)nc(Nc3nc(CSc4nnnn4-c4ccccc4)cc(=O)[nH]3)nc2c1	-7	-15	13	6	-18	-4	18	10	53*	29	0
Cc1nn(C)cc1CNC(=O)c1cnn2c1NC(c1ccc(Br)cc1)CC2C(F)(F)F (stereo unspecified)	-10	6	9	17	52	6	23	-3	13	8	0
CC(C)[C@H](NC(=O)c1ccco1)C(=O)NCc1ccccc1	-3	6	-24	-8	0	-9	11	-9	1	/	-4
N#CC(C(=O)Nc1ccc(Cl)c(Cl)c1)=C1Nc2ccccc2N1	-4	-5	-13	-8	6	-9	-21	18	12	-16	2
Cc1cccc(NC(=O)COC(=O)c2ccccn2)c1	-3	0	-12	-3	4	3	-12	-7	-5	0	3
O=C(CSc1nc2ccccc2c(=O)n1Cc1ccco1)Nc1cccc(O)c1	-2	-7	-40	2	3	-6	-74	3	-26	-12	2
CCn1c(CC(=O)Nc2ccc(F)cc2)nnc1SCC(=O)NC1CCCC1	-6	-10	16	10	7	-14	11	-3	1	-7	-2
CCCCCOCC1CC(C/C(C)=N/NC(N)=S)C(=O)O1 (stereo unspecified)	-5	-2	-20	22	-7	6	16	-23	18	2	-2
CCCCNC(=O)CC1N=C2c3ccccc3N=C(SCC(=O)Nc3cccc(C)c3)N2C1=O (stereo unspecified)	-5	-16	-16	-4	23	3	16	24	10	10	-2
CC1CCN(N=Nc2nc3c([nH]2)c(=O)n(C)c(=O)n3C)CC1	-5	-2	-44	14	-16	7	-44	-3	-31	-16	/
CC1CN(C(=O)/C(=C/c2ccco2)NC(=O)c2ccccc2)CC(C)O1 (stereo unspecified)	-4	-2	-16	7	11	-2	14	-6	5	-6	1
C[C@H](CO)N1C[C@H](C)[C@@H](CN(C)Cc2ccc(C(=O)O)cc2)Oc2c(NS(=O)(=O)c3cccs3)cccc2C1=O	-4	-2	-16	17	-6	-4	4	4	-25	-2	/
COc1ccc(CS(=O)(=O)c2ncn[nH]2)cc1	-5	1	-31	-1	2	-19	20	20	40	-9	-6
O=[N+]([O-])c1ccccc1OCCOCCOc1cccc2cccnc12	-16	5	9	-25	9	5	-3	-17	-8	9	1
Cc1ccc2c(c1)C(c1ccccc1)N(C(=O)c1ccc(S(=O)(=O)N3CCOCC3)cc1)CC(=O)N2 (stereo unspecified)	-3	-24	-1	0	2	-2	10	-14	9	2	5
CCOC(=O)C1(Cc2ccccc2)CCN(Cc2cccc(OC)c2O)CC1	-6	0	-18	13	3	1	-2	-10	0	-2	-1
O=C(Nc1ccc(F)cc1)C(=O)c1c(O)[nH]c2ccc([N+](=O)[O-])cc12	/	19	-27	2	/	-2	-70	-13	-42	2	-2
CCC(CO)Oc1cc(NC(=O)c2ccccc2[N+](=O)[O-])c2ncn(C(C)C)c2c1 (stereo unspecified)	-10	-3	-37	0	7	0	4	-3	-11	10	/
Cc1onc(-c2ccccc2)c1C(=O)Nc1ccccc1C#N	4&8	-3&-4	-7&-10	0&-6	-33&-16	-7&7	12&7	0&-1	3&13	0&-3	5
CC(C)CNC(=O)C(=O)NCCC1CCCCN1S(=O)(=O)c1cccs1 (stereo unspecified)	-2	-3	-3	8	-7	-2	-3	16	3	-3	0
Remaining list, next part
SMILES	CaV13 ICDI inh	Vif imaging	NR2E3 ag-1	KKLEB tox	Shn3 inh set2	PDI turbidity	HIF-2a block	CF NFkB inh	Peg3 prom inh	MITF TRPM1 inh	NR2E3 ag-2
CCOC(=O)C1=CN(Cc2cccc(Br)c2)S(=O)(=O)NC1C (stereo unspecified)	-9	-2	13	0	-46	-2	9	6	1	-9	/
CCN(CC)S(=O)(=O)c1ccc2oc(C(=O)NCCCN3CCOCC3)c(C)c2c1	-5	-4	-10	-2	19	2	7	20	16	2	4
CCOC(=O)N1CCC(NC(=O)c2cc(C(=O)Nc3cccc(C(F)(F)F)c3)ccc2CO)CC1	-5	-1	9	-2	69	0	11	-3	13	7	-4
COc1ccc(/C=C(\NC(=O)c2ccccc2)C(=O)NCCC(=O)O)cc1	-2	-6	-37	6	19	9	15	-4	13	-3	-1
O=C(NCc1ccc(F)c(F)c1)c1cccc2c(-c3cccnc3)coc12	-10	-32	6	3	42	-7	-43	-15	-31	/	/
Cc1ccc(CN2CCN(CC(=O)NC(C)c3ccc4c(c3)OCCO4)C2=O)cc1 (stereo unspecified)	-6	-2	3	11	7	-2	7	-12	1	9	1
C/C(=N/NS(=O)(=O)c1ccc(C)c(C)c1)c1c[nH]c2ccccc12	-5	17	6	3	-4	10	1	7	10	-10	/
CCCOc1nc2c(c(=O)n(C)c(=O)n2C)n1C	-6	-5	-4	-5	4	-1	-7	-1	-16	-11	0
CC(=O)Oc1cc(C(=O)OCC(=O)N2CCc3ccccc3C2)cc(OC(C)=O)c1OC(C)=O	-7	8	-18	20	51	2	27	-4	-13	1	/
CCOC(=O)CNC(=S)N(Cc1ccco1)Cc1ccccc1Cl	-19	-3	-36	-7	-5	9	12	17	6	4	-2
Cc1ccc(-c2c[n+](Cc3ccc(Cl)cc3)c3n2CCC3)cc1	-20	-6	2	-1	48	-6	14	-15	16	36	2
COC(=O)c1cccc(NC(=O)C2CCCN2C(=O)c2cccs2)c1 (stereo unspecified)	-6	-13	-3	9	6	7	16	-17	17	10	/
CCCCn1c(N)c(NCCC)c(=O)[nH]c1=O	-5	1	0	18	14	16	11	-8	10	12	5
